Mcl1 Bid PPI = disrupts binding of human Mcl-1 to Bid peptide; TR-FRET Mcl-1/Bid-Dy647 peptide binding, 1536-well; inhibition, % at 21.7 µM; 220,000 tested, 0.97% active; AID 1021;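 active = compounds that cut the binding signal by more than half at the single screening dose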;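 also: His-tagged Mcl-1 with europium anti-His antibody binding Bid BH3 peptide; 0% = Mcl-1 plus peptide wells and 100% = peptide-only wells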
RGS7-Gao reg = human RGS7-Galphao interaction regulation. Multiplexed bead flow cytometry, RGS7-Galphao binding; actives lie on both sides. 220,000 tested, 0.35% active. P09471. AID 1439. binding response (% of control), % at 10 µM; in the data active = binding response below about 49% or above about 150%; inconclusive = no clear call, values can overlap the other calls; inactive = in between;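 also: fluorescent Galphao held in activated GDP-AlF4 state binding bead-coupled RGS7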
RGS8-Gao reg = human RGS8-Galphao interaction regulation; P09471; multiplexed bead flow cytometry, RGS8-Galphao binding; actives lie on both sides; response (percent of control binding), % at 10 µM; 220,000 tested, 0.34% active; in the data active = response below about 60% or above about 140%; inactive = in between;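 also: Galphao activated as the GDP aluminium fluoride complex binding bead-coupled RGS8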
Bcl-B Bim block = inhibitors of Bim-Bcl-B interaction, human. Q9HD36. bead-based flow cytometry, Bim peptide-Bcl-B binding. inhibition, % at 10 µM. 190,000 tested, 0.073% active. AID 951;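 also: 0% = tracer peptide without compound and 100% = reference inhibitor peptide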
Target sequence (Q9HD36 whole entry, looked up): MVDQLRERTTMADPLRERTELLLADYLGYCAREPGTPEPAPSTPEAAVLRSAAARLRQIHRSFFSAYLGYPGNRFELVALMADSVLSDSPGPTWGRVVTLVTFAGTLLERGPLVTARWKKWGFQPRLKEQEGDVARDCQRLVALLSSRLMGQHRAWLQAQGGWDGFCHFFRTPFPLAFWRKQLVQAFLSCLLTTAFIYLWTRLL
Bcl-W Bim block = inhibitors of Bim-Bcl-W interaction, human | inhibition, % at 10 µM | Q92843 | bead-based flow cytometry, Bim peptide-Bcl-W binding | 190,000 tested, 0.02% active | AID 952;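 also: 0% = bound tracer without compound and 100% = peptide blocker; higher means less fluorescent Bim peptide bound to Bcl-W beads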
Target sequence (Q92843 whole entry, looked up): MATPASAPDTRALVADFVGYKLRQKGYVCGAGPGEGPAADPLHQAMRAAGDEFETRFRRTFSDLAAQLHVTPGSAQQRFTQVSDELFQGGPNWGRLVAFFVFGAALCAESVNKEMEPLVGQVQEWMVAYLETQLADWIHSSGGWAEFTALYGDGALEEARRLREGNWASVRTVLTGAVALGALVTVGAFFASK
Bfl-1 Bim block = inhibitors of Bim-Bfl-1 interaction, human. inhibition, % at 10 µM. 190,000 tested, 0.12% active. AID 1008. Q16548. Bead-based flow cytometry, Bim-Bfl-1 binding inhibition;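 also: 0% = wells without compound plus tracer and 100% = blocker peptide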
Bim-Mcl-1 = disrupts Bim peptide binding to human Mcl-1. 190,000 tested, 0.1% active. Bead-based flow cytometry, Bim peptide-Mcl-1 binding. inhibition, % at 10 µM;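 also: 0% = no compound tracer wells and 100% = peptide blocker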
Bcl-XL Bim block = human Bim-Bcl-XL interaction inhibition | inhibition, % at 10 µM | 190,000 tested, 0.04% active | Bim peptide-Bcl-XL binding, bead flow cytometry, fluorescence | Q07817
Target sequence (Q07817 whole entry, looked up): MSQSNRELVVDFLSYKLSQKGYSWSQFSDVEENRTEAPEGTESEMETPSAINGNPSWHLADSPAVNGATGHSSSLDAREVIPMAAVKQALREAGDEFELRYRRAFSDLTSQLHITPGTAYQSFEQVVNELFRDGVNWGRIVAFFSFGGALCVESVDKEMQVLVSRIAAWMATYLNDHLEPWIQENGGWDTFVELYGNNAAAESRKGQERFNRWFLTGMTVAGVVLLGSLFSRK
RGS4-Gao reg = human RGS4-Galphao interaction regulation; P09471; Multiplexed bead flow cytometry, RGS4-Galphao binding; actives lie on both sides; binding response (% of control), % at 10 µM; 220,000 tested, 0.33% active; in the data active = binding response below about 49% or above about 150%; inactive = in between;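 also: fluorescent Galphao activated with aluminum fluoride binding bead-coupled RGS4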
Mcl1-Noxa inh = Mcl-1/Noxa interaction inhibition; 220,000 tested, 1.5% active; AID 1022; Q07820; TR-FRET Mcl-1/Noxa peptide binding, 2 h; inhibition, % at 21.7 µM;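 active = compounds that cut the protein-peptide binding signal by more than 50% relative to plate controls in a single-dose test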;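 also: His-tagged Mcl-1 with rhodamine Noxa BH3 peptide and terbium anti-His antibody; 0% = Mcl-1 plus Noxa peptide wells and 100% = peptide-only wells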
Bcl-2 Bim block = disrupts Bim peptide binding to human Bcl-2 | P10415 | Bead-based flow cytometry, Bim peptide-Bcl-2 binding | inhibition, % at 10 µM | 190,000 tested, 0.06% active | AID 950; in the data active = inhibition above about 40%; inconclusive = no clear call, values can overlap the other calls;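 also: 0% = no compound wells with probe peptide and 100% = reference peptide inhibitor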
Target sequence (P10415 whole entry, looked up): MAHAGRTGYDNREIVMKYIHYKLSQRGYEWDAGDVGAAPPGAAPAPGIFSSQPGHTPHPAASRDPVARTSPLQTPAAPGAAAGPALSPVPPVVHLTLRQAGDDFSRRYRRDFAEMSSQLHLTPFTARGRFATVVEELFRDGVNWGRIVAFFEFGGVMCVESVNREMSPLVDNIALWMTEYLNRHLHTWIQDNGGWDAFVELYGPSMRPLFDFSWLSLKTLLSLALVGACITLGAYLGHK
* marks the source's active call; other numbers are inactive results; i = inactive; ? = inconclusive; nt = no result given; [ ] = dose if it differs, or a comment. Rule as the data show it, unless noted: active = inhibition above about 40%. Random draw from the library (roughly 2.7% active in at least one column).

SMILES	Mcl1 Bid PPI	RGS7-Gao reg	RGS8-Gao reg	Bcl-B Bim block	Bcl-W Bim block	Bfl-1 Bim block	Bim-Mcl-1	Bcl-XL Bim block	RGS4-Gao reg	Mcl1-Noxa inh	Bcl-2 Bim block
CC(=O)N1CCc2cc(S(=O)(=O)NC(C(=O)Nc3nc(C)cs3)C(C)C)ccc21 (centres undefined)	-13	98	99	-9	-1	-14	0	-7	100	14	-8
Cc1occc1C(=O)NNC(=O)c1ccccc1F	-13	97	103	-1	1	-2	-1	0	101	6	-1
Cc1ccc2c(c1)C(C)(C)[C@]1(C)NC(=O)CCN21	-9	100	98	-2	-3	-4	0	-4	97	-27	-6
Brc1ccc2cccnc2c1	14	103	103	-6	0	-13	0	-5	106	-14	-1
CCN(CC)c1ccc(/C=N/NC(=O)c2cccc(S(=O)(=O)Nc3ccccc3OC)c2)cc1	-8	98	100	-4	0	-5	-2	-3	98	14	-1
CCCCCCN(C(=O)CCCCCN1C(=O)NC(c2ccc(-c3ccccc3)cc2)C(C(=O)OCc2ccccc2)=C1C)C(C(=O)NCCCC)C1CCCCC1 (centres undefined)	-36	?	101	nt	nt	nt	nt	nt	93	15	nt
COc1ccc(NC(=O)O/N=C/c2c(C)nn(C(C)(C)C)c2C)cc1	-26	?	102	nt	nt	nt	nt	nt	97	0	nt
CC(=O)c1c(C)[nH]c(C(=O)OCC(=O)Nc2ccccc2Cl)c1C	-23	94	93	-3	-6	-3	0	-2	87	11	-1
C=CCN(c1ccc(C(=O)OC)cc1)S(=O)(=O)c1ccccc1	-3	101	102	-3	-1	-4	0	-1	101	8	-3
CCN(CC)c1cc(Oc2ccccc2)ncn1	16	98	102	-7	-2	-11	-4	-7	103	5	-6
COc1cccc(NC(=O)c2ccc(CN3CCN(c4ccccc4)CC3)cc2)c1	-19	106	107	-4	-1	0	-2	-4	106	4	0
O=C1C(Cc2ccccc2)NC(=S)N1Cc1ccccc1 (centres undefined)	-20	100	100	-3	2	-6	-2	0	103	7	-4
CCOC(=O)N1CCC(NCCNC(=O)c2ccccc2Cl)CC1	16	99	105	7	0	15	0	3	104	24	8
CC(C)Oc1ccc(C2C(C(=O)c3ccco3)=C(O)C(=O)N2Cc2cccnc2)cc1 (centres undefined)	19	98	96	-4	-1	-9	0	-1	99	13	-4
Cc1nn(Cc2ccc(C(=O)NC(C)(C)C)o2)c(C)c1Br	-29	103	103	-4	1	-7	2	-2	109	-20	-3
Cc1ccc(N(CC(=O)NCCSc2ccccn2)S(=O)(=O)c2ccc(F)cc2)cc1	-27	110	103	-1	1	-5	0	-1	104	5	-2
COc1cc(-n2cnnn2)ccc1S(=O)(=O)N1CCOCC1	-15	104	98	-7	3	-8	-3	-4	99	17	-11
CS(=O)(=O)NNC(=O)c1sccc1OCc1ncc(C(F)(F)F)cc1Cl	-31	?	97	nt	nt	nt	nt	nt	94	14	nt
CCN1CCN(c2ncnc3c2sc(=S)n3-c2ccccc2)CC1	-28	102	118	-7	-6	-4	-5	-7	103	0	-2
Cc1cc(C)nc(NS(=O)(=O)c2ccc(NC(=O)C3(c4ccccc4)CCCC3)cc2)n1	-15	98	97	-2	3	-3	13	-2	101	1	-2
COc1ccccc1CNC(=O)C(NC(=O)c1ccc(C)cc1)C(C)C (centres undefined)	-2	100	101	-1	0	-2	1	-1	101	8	0
CCOC(=O)CCc1c(C)c2ccc(OCc3ccc([N+](=O)[O-])cc3)cc2oc1=O	-9	99	102	-4	0	-15	-1	-1	100	13	-7
C=CCSC1=NC(=O)/C(=C/c2cccs2)S1	-42	98	100	-2	-1	16	-3	-5	100	16	2
O=C(O)/C(=C\c1ccco1)NC(=O)c1cccc2ccccc12	-10	106	116	-2	0	-1	2	2	110	27	-1
COc1ccccc1N(Cc1ccccc1)S(=O)(=O)c1cccc(C(=O)Nc2ccc(C(C)=O)cc2)c1	-13	98	99	-2	-1	4	-3	-4	93	-15	-3

(continued)
SMILES	Mcl1 Bid PPI	RGS7-Gao reg	RGS8-Gao reg	Bcl-B Bim block	Bcl-W Bim block	Bfl-1 Bim block	Bim-Mcl-1	Bcl-XL Bim block	RGS4-Gao reg	Mcl1-Noxa inh	Bcl-2 Bim block
COCCNC(=O)C(c1ccncc1)N(Cc1ccccc1)C(=O)Cn1nnc2ccccc21 (centres undefined)	-35	93	99	0	3	-1	-1	0	98	1	0
O=C(CSc1nc2ccccc2[nH]1)N/N=C/C=C\c1ccccc1[N+](=O)[O-]	-8	100	104	-7	-6	-15	-6	-12	108	35	-11
COC(=O)Cc1ccc(NC(=S)N2CCN(C)CC2)cc1	-40	?	99	-6	-1	-2	-5	-3	99	5	0
COc1ccc(/C=C/C(=O)c2ccc3c4c(cccc24)CC3)cc1	-1	103	102	-10	-6	-4	-5	-6	101	15	-8
Cc1ccc(S(=O)(=O)N2CCN(C(=O)CSc3nccn3C)CC2)cc1	-40	?	99	nt	nt	nt	nt	nt	100	-10	nt
Cc1cc(C)cc(NC(=O)CN2CCc3ccccc3C2)c1	33	99	101	-1	0	-4	0	2	103	15	-1
CCOC(=O)c1cccc2c(=O)c(C(=O)c3ccc(Cl)cc3)c(C(=O)OC)[nH]c12	1	105	110	-6	-4	-13	-3	-5	109	11	-10
O=C(CS(=O)(=O)Cc1ccccc1)NCC1CCCO1 (centres undefined)	-8	104	101	-5	6	-10	2	18	101	7	-2
COc1ccc(C2=NO[C@@H]3[C@@H]4C[C@@H]([C@H]5C(=O)N(c6ccc7c(c6)OCO7)C(=O)[C@@H]45)[C@H]23)cc1OC	-15	99	99	-13	-7	-12	-4	-10	101	16	-7
CCC1CCCCN1C(=O)N[C@@H](Cc1ccccc1)C(=O)O (some centres undefined)	7	99	99	-8	3	-10	1	-3	102	4	-6
COCCn1c(C)cc(C(=O)COC(=O)c2ccc(N3CCCC3=O)cc2)c1C	-51	88	98	-3	0	-11	-1	-6	94	3	-6
O=C(Nc1cccc(NC(=O)c2cccs2)c1)c1ccc2c(c1)OCO2	12	106	108	-6	-1	-6	-2	0	109	5	-3
CC1CN(C(=S)SCC(=O)c2ccccc2)CC(C)O1 (centres undefined)	-37	99	98	-7	-6	-10	2	-9	102	-10	-5
O=C(Nc1ccccc1Cl)N1CCN(C/C=C/c2ccccc2)CC1	-9	102	101	1	0	0	1	1	102	6	1
Cn1c(CNC(=O)c2ccco2)nnc1SCC(=O)Nc1cccc(F)c1	-35	93	101	-8	-2	-9	-2	-3	101	-5	-1
S=c1[nH]nc(Cc2cccs2)n1-c1ccccc1	-28	112	106	-9	-4	1	-4	-3	99	0	-1
CN(CCc1ccccn1)C(=O)CCC1CCCN(C(=O)c2ccccn2)C1 (centres undefined)	-29	107	100	-4	0	-7	-1	0	98	14	0
CCOC(=O)c1c(C)n(C)c2ccc(OC)c(NC(=O)CN3CCN(C(=O)c4ccco4)CC3)c12	-5	97	101	-7	0	-12	0	-10	100	17	-8
COc1ccc2c(OC)cc(=O)n(C)c2c1	-8	98	99	1	0	-1	-3	-1	95	-3	0
O=C1OC(/C=C/c2ccc(Cl)cc2Cl)=NC/1=C\c1cccs1	21	103	102	-6	9	7	-1	3	102	4	9
O=C(COC(=O)CCCSc1nc2ccccc2[nH]1)Nc1ccc(Cl)cc1	-63	99	101	-2	-1	3	-3	-7	97	-8	4
COc1ccc(OCC(=O)c2c(O)c3ccccc3oc2=O)cc1	-15	106	105	-9	0	-11	-2	-5	103	41	-8
CCC(C)NC(=O)C1CCN(S(=O)(=O)c2cccnc2)CC1 (centres undefined)	-9	98	99	-3	2	-10	7	-3	98	6	-1
S=c1nc(-c2ccccc2)c(-c2ccccc2)n[nH]1	-38	?	103	nt	nt	nt	nt	nt	106	12	nt
CN(C)c1nc(N)nc(Nc2ccccc2C#N)n1	-7	97	101	-10	0	-9	0	-9	100	-2	-6

Further records follow.
SMILES	Mcl1 Bid PPI	RGS7-Gao reg	RGS8-Gao reg	Bcl-B Bim block	Bcl-W Bim block	Bfl-1 Bim block	Bim-Mcl-1	Bcl-XL Bim block	RGS4-Gao reg	Mcl1-Noxa inh	Bcl-2 Bim block
CCC(O)(CC)C(=O)NN(C(=O)CCl)c1ccccc1	-8	104	102	-7	-3	-16	-4	-5	103	19	-9
O=C(CCn1nc(-c2ccccc2)ccc1=O)N1CCOCC1	2	101	100	-6	0	-8	-15	-11	100	1	-8
COc1ccccc1C(=O)N1CCN=C1SC	-8	104	104	-8	-3	-8	-5	-5	105	12	-10
COC(=O)c1ccc(NC(=O)CNC(=O)C2CCCCC2)cc1	-22	106	104	-1	5	-10	3	-5	107	2	-5
CCN(CC)CCNC(=O)c1c(O)c2cc(OC)c(OC)cc2[nH]c1=O	2	98	97	-9	-1	-19	-1	-8	96	37	-8
CCC(C)Sc1nc(O)cc(=O)[nH]1 (centres undefined)	-71	248*[activator]	89	-1	4	3	4	1	110	11	4
CCn1c2ccccc2c2cc(NC(=O)CNCC3CCCO3)ccc21 (centres undefined)	5	99	103	0	-2	-4	-1	-5	100	52*	0
N#C/C(=N\Nc1ccc(F)cc1)C(=N)N1CCCCC1	-75	99	103	-4	0	-9	-1	0	102	14	5
O=C1NC(=S)S/C1=C/c1ccc(N2CCOCC2)o1	-54	86	88	11	36	53*	12	18	95	i	34
O=C(NCc1csc(-c2cccs2)n1)C1CCC1	-5	?	108	nt	nt	nt	nt	nt	110	15	nt
Cc1ccc(CNC(=O)C2C3C=CC(C3)C2C(=O)O)cc1 (centres undefined)	1	98	99	-4	-4	-6	-8	-7	98	18	-1
O=C(N/N=C/c1ccc(Cl)cc1Cl)Nc1ccccc1	-7	98	101	-13	-3	-5	-5	2	99	nt	-9
C1CCN=C(NC23CC4CC(CC(C4)C2)C3)CC1	2	103	102	-6	-4	0	-5	-6	103	-2	0
Cc1cc(OCCCn2cnc3ccccc3c2=O)ccc1[N+](=O)[O-]	-17	100	102	-9	-1	0	-6	-6	101	-2	1
COc1cccc(-c2nn(-c3ccccc3)cc2CN2CCCO2)c1	-2	97	97	-1	-5	0	0	-5	93	9	-2
O=[N+]([O-])c1cccc(C(=Nc2ccc(Cl)cc2)NO)c1	-17	100	100	-11	-3	-16	-2	-8	101	19	-7
O=S(=O)(NCc1cc(-c2ccccc2)no1)c1ccc(Cl)cc1	-10	100	98	-5	2	-10	0	-10	98	4	-6
COc1ccc(N=Cc2c(O)n(-c3cccc(C)n3)c(=O)c3ccccc23)c(OC)c1	-15	?	103	nt	nt	nt	nt	nt	104	0	nt
CC1(C)CC(=O)C(N=Nc2cc(S(=O)(=O)N3CCOCC3)ccc2Cl)=C(O)C1	-30	?	101	nt	nt	nt	nt	nt	96	33	nt
Cc1cccc(NC(=O)c2nc[nH]c2C(=O)N[C@@H](C)C(=O)OC(C)(C)C)c1	10	?	101	nt	nt	nt	nt	nt	109	-16	nt
COc1ccc(CNc2ncnc3c2[nH]c2ccccc23)cc1	-6	?	101	nt	nt	nt	nt	nt	104	16	nt

A few values from the entries so far:
CS(=O)(=O)NNC(=O)c1sccc1OCc1ncc(C(F)(F)F)cc1Cl in RGS8-Gao reg has 97
S=c1[nH]nc(Cc2cccs2)n1-c1ccccc1 in Bcl-W Bim block has -4

Compound activity: PubChem, several laboratories
